Bioassay records as filed in PubChem.
AI-2 QS modul = modulates the Vibrio harveyi AI-2 quorum sensing system. 300,000 tested, 0.4% active. AID 2094. activity change, % at 7.5 µM. Vibrio harveyi JMH597 AI-2 luminescence/OD600 ratio, 9 h; stronger effect = lower value; strain lacks LuxN and CqsS sensors; 0 = neutral-control median; in the data active means activity change below about -75%, passing the limit was not always enough; inconclusive means no clear call, values can overlap the other calls;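 further: luminescence divided by OD600 gain over 9 h not by final OD600 alone; inactives centre near 13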
HSF1 inhib = HSF1 inhibition | NIH3T3-HGL HSE-luciferase, MG132-induced, luminescence 8 h; stronger effect = lower value | activity change, negative = inhibition, % at 7.5 µM (by protocol) | 300,000 tested, 0.77% active | AID 2098;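 active means more than half of replicate wells show activity change below -50%, luminescence cut by over half; inconclusive means some wells, but at most half, below -50%; inactive means no replicate well below -50%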;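 further: luciferase reports HSF-1 transcriptional activity via heat shock element; 0% = median of DMSO wells and -100% = zero luminescence signal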
IEC-6 cytotox = kills IEC-6 intestinal cells in KLF5 counter-screen | IEC-6 cytotoxicity, luminescence viability | inhibition, % at 5 µM | 290,000 tested, 0.78% active | AID 1825; in the data active means inhibition above about 22%;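 further: 0% = plate median of test compound wells and 100% = cytotoxic reference compound wells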
aSyn 5UTR inh = MLPCN primary screen, SNCA 5' untranslated region. alpha-synuclein 5'UTR reporter, inhibitor activity. inhibition, % (tested at 7.5 µM). 300,000 tested, 0.82% active; in the data active means inhibition above about 60%; inconclusive means no clear call, values can overlap the other calls;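 further: H4 neuroglioblastoma cells stably carrying SNCA 5'UTR luciferase fusion; 0% = DMSO wells and 100% = positive control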
SKKanGAS inh = inhibitors of SKKanGAS S. pyogenes growth in kanamycin (SK-promoter or general growth effect) | 300,000 tested, 1.3% active | inhibition, % at 7.5 µM | BacTiter-Glo, 6 h;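 active means mean replicate score, as percent of positive control median, at least 50; inconclusive means mean below 50 but one replicate at or above 50; inactive means mean and every replicate below 50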;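 further: strain carries kanamycin resistance gene driven by streptokinase promoter and grows in 40 µg/ml kanamycin; loss of luminescence reflects streptokinase promoter inhibition or plain growth inhibition; 0% = median of DMSO wells and 100% = positive control at its reference dose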
HIF activator = HIF pathway transcriptional activation; 300,000 tested, 0.32% active; U2OS HRE-luciferase reporter, luminescence; normalized: DMSO 0%, desferrioxamine 100%; activation, % at 7.5 µM (by protocol);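 active means mean activation of at least 10% of the iron chelator positive control signal, with at least half of replicates also reaching 10%; inconclusive means mean and replicate majority disagree about reaching 10%; inactive means mean and most replicates under 10%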
HSP90 inh = inhibitors of HSP90 luciferase refolding in rabbit reticulocyte lysate | luciferase refolding luminescence, 3 h | inhibition, % at 5.6 µM | 290,000 tested, 0.91% active | AID 1789;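 active means inhibition above the screen-wide mean plus 3 SD, computed separately per campaign, cut at about 16% in these data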;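 further: 0% = DMSO wells and 100% = 60 µM geldanamycin wells; inhibitors lower the luminescence because luciferase stays unfolded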
HSF-1 act = increases HSF-1 driven luciferase reporter signal | NIH3T3-HGL HSF-1 luciferase reporter, MG132, 8 h; 100% = twice DMSO control signal | 300,000 tested, 1.7% active | activation, % at 9 µM | AID 504408;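 active means mean replicate activation of at least 50% with a set share of replicates each reaching 50%; inconclusive means only one of those two conditions met; inactive means mean below 50% and too few replicates reaching it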;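 further: 0% = median of the neutral control wells and 100% = twice that signal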
Platelet DG rel = platelet dense granule release activity; human platelet-rich plasma, SFLLRN dense granule ATP release, luminescence; inhibition, %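 (compounds screened at 7.5 µM in platelet-rich plasma)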; 300,000 tested, 0.22% active; AID 1663;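 active means mean replicate score, as percent of positive control, at or above 50; inconclusive means mean below 50 but at least one replicate at or above 50; inactive means mean and every replicate below 50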
KLF5 inh = kruppel-like factor 5 inhibition; AID 1700; inhibition, % at 5 µM; DLD-1 KLF5 promoter-luciferase reporter, luminescence; 290,000 tested, 0.23% active;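 active means inhibition above a per-plate limit of that plate's mean compound inhibition plus 3 SD, cut at about 60% in these data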;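 further: 0% = DMSO wells and 100% = LY294002 at 200 µM; higher means less KLF5 promoter-driven luciferase light; inactives centre near -14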
Starred values were filed as active, the others as inactive; u = inconclusive; x = not tested or not shown.

SMILES	AI-2 QS modul	HSF1 inhib	IEC-6 cytotox	aSyn 5UTR inh	SKKanGAS inh	HIF activator	HSP90 inh	HSF-1 act	Platelet DG rel	KLF5 inh
Cc1ccccc1C(=O)Nc1ccc(-c2nnc(SC(C)C(=O)O)n2C)cc1 (centres undefined)	10	0	-4	1	4	-0.2	9	20	4	-11
CCC(=O)NC(=S)Nc1ccc(NC(=S)NC(=O)c2ccccc2)cc1	3	-8	-3	-104	u	1.3	0	10	0	-11
CCOC(=O)c1oc2ccccc2c1NC(=O)COc1cccc(OC)c1	x	-3	-2	-5	-12	0.0	2	-13	-9	-14
CC12CC(NC(=O)N1c1cccc(C(=O)Nc3ncn[nH]3)c1)c1ccccc1O2 (centres undefined)	13	-2	1	-2	8	-0.6	3	-3	-1	-20
CCCCCCC(=O)Nc1c(O)c2ccccc2[nH]c1=O	10	5	-5	10	8	-0.2	6	17	-3	-36
COc1ccc(NC(=O)c2nn(C)c(=O)c3ccccc23)cc1S(=O)(=O)Nc1ccccc1Cl	15	47	6	8	27	-0.6	2	65*	-6	-22
CC1CCN(S(=O)(=O)c2nnc(NC(=O)c3cccc(Cl)c3)s2)CC1	27	-3	11	13	28	0.2	-4	-6	0	14
Cc1ccc(-c2ccc(/C=N/N3C(=O)C4C5C=CC(C6CC56)C4C3=O)o2)c([N+](=O)[O-])c1 (centres undefined)	-63	7	9	-20	8	0.0	2	32	3	-18
COc1ccc(C)c2sc(N3CCCC3)nc12	7	-1	5	18	-6	-0.2	2	-7	1	-17
CC1(C)C2CCC1(C)C(OC(=O)c1ccc(O)cc1)C2 (centres undefined)	40	0	0	14	13	-0.3	8	3	-2	-9
O=C(NCCSc1ccc(Br)cc1)c1ccccc1	-2	7	-3	21	0	0.1	-1	30	1	-25
COC(=O)C1CCN(C(=O)c2ccccc2Oc2ccccc2)CC1	8	7	3	24	-1	-0.3	3	-3	0	-27
CCOc1ccc(-c2csc(NC(=O)C3CCCO3)n2)cc1 (centres undefined)	2	5	-1	-49	-11	1.3	-1	34	-11	-34
O=C(Nc1ccccc1Br)c1c(F)cccc1Cl	10	-6	5	13	3	5.2	2	3	8	-17
COc1ccc(C(=O)Nc2ccc(N3CCN(c4ccc(OC)cc4)CC3)c(C#N)c2)cc1	16	-1	-3	-5	0	-0.4	2	-12	12	6
CCOc1cccc2sc(N(CCN(CC)CC)C(=O)c3cccc([N+](=O)[O-])c3)nc12	15	x	8	-16	10	x	1	x	1	-4
COc1ccc(OC)c(NC(=O)Cc2coc3ccc(C)cc23)c1	14	9	-2	26	-8	x	3	8	5	-24
CCOC(=O)c1ccc(Oc2nc(OC)cc(OC)n2)cc1	-7	-7	-2	9	11	-0.1	1	1	0	-12
CCCOc1ccc(C(=O)NCCO)cc1	4	9	1	-15	12	-0.8	4	11	x	-18
COC(=O)c1scc(C)c1N/N=C(\C)c1ccc(F)cc1	25	-4	-3	17	2	-0.6	-1	0	4	-4
COc1ccccc1/C=N/Nc1nc(C)c(C(C)=O)s1	26	25	-9	-154	-9	1.8	-3	56*	-8	-112
Cc1ccc(C(=O)N2CCN(c3ccccc3O)CC2)cc1S(=O)(=O)N1CCCCC1	15	11	x	-16	2	-1.0	x	13	2	x
CCc1ccccc1NC(=O)c1sc2nc(C)cc(C)c2c1N	16	4	2	-13	-1	1.4	-2	7	0	-13
Cc1ccc(-n2c(=O)cc(N3CCCCCC3)[nH]c2=O)cc1	37	-4	0	-10	-5	0.2	0	-3	49	-22
Cc1cc(C(=O)N/N=C/C=C/c2ccccc2)n[nH]1	19	2	-3	-33	-10	0.6	-1	8	-16	-23
O=C(O)c1ccccc1C(=O)Nc1ccc(S(=O)(=O)Nc2ccc(F)cc2)cc1	21	-3	-5	8	2	0.8	-4	6	0	-19
COc1ccc2c(c1)nc(SCC(=O)c1ccc(Br)s1)n2C	30	13	2	-10	-16	0.0	-3	-2	16	-14
CC(=O)Nc1cccc(/C(C)=N/NC(=O)c2ccccc2Cl)c1	16	0	2	-5	-2	0.3	0	-2	10	6
CCOc1ccc(C2CC(c3cccc(OC)c3OC)n3nnnc3N2)cc1Cl (centres undefined)	17	2	-11	14	-6	-7.8	3	11	-13	10
CCOC(=O)c1sc(C)c(C(=O)NCC(C)(C)CN(C)C)c1N	19	-4	-5	14	-4	-0.1	-1	-3	14	11
Cc1ccc(NC(=O)CCC(=O)NNC(=O)C(C)(C)C)c(C)c1	28	-2	2	-2	-9	-0.5	-4	-3	-2	-14
CC1=C(C(=O)Nc2ccc(C)cc2C)C(c2cccc([N+](=O)[O-])c2)n2nc(C(=O)OC(C)C)nc2N1 (centres undefined)	15	-9	-5	11	4	-0.4	-1	-14	9	-8
CCNc1ccc(C(=O)NN=C2CCCC2)cc1[N+](=O)[O-]	18	x	-5	-11	1	1.8	5	x	3	3
CCCCN(Cc1ccccc1)S(=O)(=O)c1ccc2[nH]c(=O)oc2c1	17	3	12	20	13	-0.3	1	27	0	-3
CCOC(=O)c1c(C)nc2sc3c(=O)n(-c4ccc(C(C)=O)cc4)nnc3c2c1-c1ccc(Cl)cc1	26	-5	0	19	10	-0.3	-1	-1	1	-14
O=C(C1CCCO1)N(c1cccc(Cl)c1)C1C=CS(=O)(=O)C1 (centres undefined)	33	-2	-2	1	-6	-0.1	-2	9	-10	-7
O=C1CCC(c2ccc3c(c2)CCC3)=NN1	37	-2	-3	41	7	-0.4	8	7	36	-44
Cc1ccc(NC(=S)NC2CCSc3ccccc32)cc1C (centres undefined)	33	-5	5	5	61*	-0.2	4	2	5	-9
C=CCn1c(SCc2ccc([N+](=O)[O-])cc2)nnc1C(C)NC(=O)c1ccccc1 (centres undefined)	21	-4	-9	16	-2	-0.1	-5	10	6	-14
Cc1[nH]n(-c2cccc([N+](=O)[O-])c2)c(=O)c1-c1ccccc1	15	-1	-9	-2	3	-0.3	-1	23	0	-15
O=C(c1ccc(-c2ccccc2)cc1)N1CCN(c2ccccn2)CC1	5	-2	-2	15	-13	0.8	3	13	4	-16
COc1ccc(C(=O)OCC(=O)NC(=O)NC(C)C)cc1OC	22	-1	2	14	2	-0.5	2	19	-2	-10
COc1ccccc1NC(=O)C1CC(=O)N(c2ccc(F)cc2)C1 (centres undefined)	8	-8	-7	-6	-2	-2.4	-2	-7	-5	-29
CCCCCCc1nc(C(N)=O)c2[nH]c(=O)n(-c3ccc(OCC)cc3)c2n1	26	-8	-7	-1	2	-0.7	4	-3	-10	-29
O=C(COC(=O)[C@H](Cc1ccccc1)NC(=O)c1cccs1)NC1CC1	12	-5	-2	34	0	-0.3	0	10	-6	1
O=C(O)CCCCCN1C(=O)C(O)=C(C(=O)/C=C/c2ccccc2)C1c1ccc2c(c1)OCO2 (centres undefined)	-3	-5	-5	-13	2	0.0	3	14	9	-32
COc1ccc(OC)c(CNC(=O)Cc2c(C(=O)O)[nH]c3ccc(Cl)cc23)c1	40	-6	-1	-5	3	-0.5	-3	-4	-2	1
O=C(/C=C/c1ccco1)NCC(=O)N/N=C/c1ccc(Cl)cc1	14	-4	-2	-29	-14	-0.3	-4	15	-7	-15
O=C(CN1C(=O)c2ccccc2C1=O)Nc1ccccc1	-60	-6	-6	0	3	-0.6	-2	6	1	-25
COc1cc(/C=N/Nc2nc3ccccc3s2)ccc1O	14	105	12	-83	-8	2.4	-3	193*	2	-108
C/C(=N\NC(=O)CN(c1ccccc1Br)S(C)(=O)=O)c1cccs1	10	1	-6	11	2	-0.1	1	3	-1	-4
NC(=O)COC(=O)c1c2c(nc3ccccc13)CCCCC2	5	-5	3	-5	1	-0.2	1	-12	6	-12
Cc1nc(-c2noc(-c3cccc(Cl)c3)n2)c(C(F)(F)F)o1	-6	14	1	-28	-4	0.4	21*	22	-4	0
CC(C)(C)NC(=O)C(c1ccccn1)N(C(=O)c1ccc2c(c1)OCCO2)C1CCCC1 (centres undefined)	15	-3	1	0	9	-0.3	-1	-7	6	-11
O=C(Nc1nc2ccccc2s1)C1=NN(c2ccccc2)C(=O)CC1	22	-7	2	-46	-1	0.5	-3	-7	15	-37
Cc1ccccc1CC1(CO)CCCN(Cc2ccc(C#CC(C)(C)O)cc2)C1 (centres undefined)	20	-2	5	0	3	0.1	2	5	-2	-18
O=C(NCCCn1ccnc1)C(=O)NCC1OCCN1S(=O)(=O)c1ccccc1 (centres undefined)	12	-6	2	20	5	-0.1	4	19	7	-30

Single records, from the list above.
Cc1nc(-c2noc(-c3cccc(Cl)c3)n2)c(C(F)(F)F)o1 is listed with AI-2 QS modul: -6; HSF1 inhib: 14; IEC-6 cytotox: 1; aSyn 5UTR inh: -28; SKKanGAS inh: -4; HIF activator: 0.4; HSP90 inh: 21*; HSF-1 act: 22; Platelet DG rel: -4; KLF5 inh: 0
NC(=O)COC(=O)c1c2c(nc3ccccc13)CCCCC2 is listed with AI-2 QS modul: 5; HSF1 inhib: -5; IEC-6 cytotox: 3; aSyn 5UTR inh: -5; SKKanGAS inh: 1; HIF activator: -0.2; HSP90 inh: 1; HSF-1 act: -12; Platelet DG rel: 6; KLF5 inh: -12

Filtered by structure: the compounds so far containing a Cl atom.
SMILES	AI-2 QS modul	HSF1 inhib	IEC-6 cytotox	aSyn 5UTR inh	SKKanGAS inh	HIF activator	HSP90 inh	HSF-1 act	Platelet DG rel	KLF5 inh
COc1ccc(NC(=O)c2nn(C)c(=O)c3ccccc23)cc1S(=O)(=O)Nc1ccccc1Cl	15	47	6	8	27	-0.6	2	65*	-6	-22
CC1CCN(S(=O)(=O)c2nnc(NC(=O)c3cccc(Cl)c3)s2)CC1	27	-3	11	13	28	0.2	-4	-6	0	14
O=C(Nc1ccccc1Br)c1c(F)cccc1Cl	10	-6	5	13	3	5.2	2	3	8	-17
CC(=O)Nc1cccc(/C(C)=N/NC(=O)c2ccccc2Cl)c1	16	0	2	-5	-2	0.3	0	-2	10	6
CCOc1ccc(C2CC(c3cccc(OC)c3OC)n3nnnc3N2)cc1Cl (centres undefined)	17	2	-11	14	-6	-7.8	3	11	-13	10
CCOC(=O)c1c(C)nc2sc3c(=O)n(-c4ccc(C(C)=O)cc4)nnc3c2c1-c1ccc(Cl)cc1	26	-5	0	19	10	-0.3	-1	-1	1	-14
O=C(C1CCCO1)N(c1cccc(Cl)c1)C1C=CS(=O)(=O)C1 (centres undefined)	33	-2	-2	1	-6	-0.1	-2	9	-10	-7
COc1ccc(OC)c(CNC(=O)Cc2c(C(=O)O)[nH]c3ccc(Cl)cc23)c1	40	-6	-1	-5	3	-0.5	-3	-4	-2	1
O=C(/C=C/c1ccco1)NCC(=O)N/N=C/c1ccc(Cl)cc1	14	-4	-2	-29	-14	-0.3	-4	15	-7	-15
Cc1nc(-c2noc(-c3cccc(Cl)c3)n2)c(C(F)(F)F)o1	-6	14	1	-28	-4	0.4	21*	22	-4	0
